GLS inh – qHTS for Inhibitors of Glutaminase (GLS) | AID 624170, 2012 | 0.21% of 410,000 active | Potency, µM (series often up to 45.5 µM), for inactives: at the top dose activity change, negative = inhibition, actives largely listed as inhibitors | GLS enzymatic activity, qHTS titration; also: potency is read from the fitted curve at half-maximal effect; % is scaled to controls: 0 for no effect and ±100 for the full control effect
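Assay buffer: 45 mM KH2PO4 pH 8.2, 0.02% Tween-20. hKGA acts on L-glutamine (1 mM solution added); product glutamate is reported by an oxidase/peroxidase Amplex Red coupling, with fluorescence taken at baseline and 30 min.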
Pin1 inhibitor – qHTS Assay to Find Inhibitors of Pin1. Peptidyl-prolyl cis-trans isomerase NIMA-interacting 1 (Homo sapiens), Q13526. Pin1 FP peptide displacement, HiFluor488, 10 min. Potency, µM (top dose mostly 115 µM), for inactives: at the top dose activity, negative = inhibition, usual class: inhibitors. 0.009% of 390,000 active. AID 504891, 2011; active = well fitted inhibition curve with a large enough effect in the polarisation, with a control signal flat, not every such curve was filed as active; inconclusive = small, poorly fitted or top-dose-only effect, or effect the other way, or a change in a side signal; inactive = no such curve, though single readings can be large or run the other way; the % refers to the polarisation; also: potency is read from the fitted curve at half-maximal effect; % is scaled to controls: 0 for no effect and ±100 for the full control effect
HP1b binding inh – HTS for Inhibitors of HP1-beta Chromodomain Interactions with Methylated Histone Tails | AID 540317, 2011 | Potency, µM (doses to about 114 µM), without a hit: at the highest dose activity change, negative = inhibition, usual class: inhibitors | AlphaScreen HP1-beta / biotin-H3K9me3 peptide binding | 0.56% of 390,000 active; also: potency is read from the fitted curve at half-maximal effect; nearly all actives have a fitted effect of over 70% in size; inactives centre near 23
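AlphaScreen: HP1-beta (50 nM) preformed 30 min with biotin-H3(1-18)K9me3 peptide (50 nM) in PBS pH 7.4, 0.01% Tween-20. Compound added for 30 min at RT, then streptavidin donor/nickel chelate acceptor beads (10 ug/mL) for 30 min.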
Tb PGK inh – qHTS Assay to Find Inhibitors of Phosphoglycerate Kinase; PGK/GAPDH coupled, Kinase-Glo luminescence, 60 min; Potency, µM (series often up to 57.5 µM), for inactives: top-dose activity change, negative = inhibition, actives largely listed as inhibitors; 0.043% of 380,000 active; also: potency is read from the fitted curve at half-maximal effect; % is scaled to controls: 0 for no effect and ±100 for the full control effect; nearly all actives have a fitted effect of over 60% in size
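Recombinant glycosomal PGK reaction used 1,3-bisphosphoglycerate generated in-well by GAPDH (100nM final) in 100mM TEA pH 7.6, 5mM MgCl2, 0.01% Tween-20. After 60 minutes at room temperature, ATP was read by Kinase-Glo Plus luminescence end-point.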
PI4K2A block – qHTS for small molecular inhibitors of PI4K2A. activity change, negative = inhibition, % at 76.9 µM. 0.13% of 420,000 active. purified PI4K2A, ADP-Glo luminescence, 1 h; active compounds read low; in the data active = activity change below about -50%; inconclusive = mostly about -30% to -49%;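 also: -100% = wells without enzyme as full effect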
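ADP-Glo luminescence measured ADP generated by PI4K2A enzyme (4 ug/mL before mixing) with 1.2 mM PI substrate (pre-mix) and 300 microM ATP (pre-mix). Tris pH7.5 buffer with MgCl2, Triton X-100; 1 h reaction at ambient temperature.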
BAZ2B block – qHTS Assay for Inhibitors of BAZ2B; 4.4% of 360,000 active; AlphaScreen BAZ2B-H3K14Ac peptide displacement; Potency, µM (doses to about 114 µM), for inactives: at the highest dose activity change, negative = inhibition, most hits filed as inhibitors; Bromodomain adjacent to zinc finger domain protein 2B (Homo sapiens), Q9UIF8; AID 504333, 2011; also: potency is read from the fitted curve at half-maximal effect; % is scaled to controls: 0 for no effect and ±100 for the full control effect; nearly all actives have a fitted effect of over 60% in size
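BAZ2B 50 nM plus b-H3(5-23)K14Ac 50 nM, PBS pH 7.4/0.01% Tween-20, 30 min RT; compound added (max 110 uM), 30 min RT; streptavidin donor/Ni-chelate acceptor beads 10 ug/mL final, 20 min dark; AlphaScreen read.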
G9a inh – qHTS Assay for Inhibitors of Histone Lysine Methyltransferase G9a; G9a H3K9 monomethylation, AlphaScreen, 2 h; Potency, µM (doses to about 102 µM), for inactives: at the highest dose activity, negative = inhibition, hits mostly inhibitors; 8.8% of 350,000 active; also: potency is read from the fitted curve at half-maximal effect; % is scaled to controls: 0 for no effect and ±100 for the full control effect; nearly all actives have a fitted effect of over 75% in size
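Step 1: enzyme (final 20 nM) with compound, 15 min RT. Step 2: substrate peptide 500 nM and SAM 20 uM, 2 h RT. Step 3: anti-H3K9me1 antibody and AlphaScreen beads, 10 min, then plate read.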
ERG Ets-DNA blk – qHTS for Small Molecule Inhibitors of the ERG Ets/DNA interaction; fluorescence polarization, His-ERG Ets domain / labelled DNA; Potency, µM (titrated, usually from 76.9 µM), for inactives: at the highest dose FP activity, negative = inhibition, usual class: inhibitors; 0.028% of 370,000 active; active = well fitted inhibition curve with a large enough effect in the polarisation, with a control signal flat; inconclusive = small, poorly fitted or top-dose-only effect, or effect the other way, or a change in a side signal; inactive = no such curve, though single readings can be large or run the other way; the % refers to the polarisation;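 also: polarization taken with two DNA probes labelled with fluorescein and Texas red; potency is read from the fitted curve at half-maximal effect; % of control where 0% means no effect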
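His-tagged ERG Ets domain (1 uM in the protein solution; 300mM KCl, 50mM Tris-HCl, 1mM EDTA, 1mM DTT, pH 7.5) received compound, then a probe mix of 5 nM fluorescein-DNA and 100nM Texas-615-DNA. Fluorescence polarization was read for both dyes.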
JMJD2A Tudor – qHTS Assay for Inhibitors of JMJD2A-Tudor Domain; AlphaScreen JMJD2A-Tudor / H3K4me3 peptide binding; Potency, µM (highest dose often 114 µM), for inactives: top-dose activity change, negative = inhibition, hits mostly inhibitors; 4.4% of 390,000 active; AID 504339, 2011; also: potency is read from the fitted curve at half-maximal effect; % is scaled to controls: 0 for no effect and ±100 for the full control effect; nearly all actives have a fitted effect of over 50% in size
Target sequence (O75164 whole entry, looked up, the tested form may be a part): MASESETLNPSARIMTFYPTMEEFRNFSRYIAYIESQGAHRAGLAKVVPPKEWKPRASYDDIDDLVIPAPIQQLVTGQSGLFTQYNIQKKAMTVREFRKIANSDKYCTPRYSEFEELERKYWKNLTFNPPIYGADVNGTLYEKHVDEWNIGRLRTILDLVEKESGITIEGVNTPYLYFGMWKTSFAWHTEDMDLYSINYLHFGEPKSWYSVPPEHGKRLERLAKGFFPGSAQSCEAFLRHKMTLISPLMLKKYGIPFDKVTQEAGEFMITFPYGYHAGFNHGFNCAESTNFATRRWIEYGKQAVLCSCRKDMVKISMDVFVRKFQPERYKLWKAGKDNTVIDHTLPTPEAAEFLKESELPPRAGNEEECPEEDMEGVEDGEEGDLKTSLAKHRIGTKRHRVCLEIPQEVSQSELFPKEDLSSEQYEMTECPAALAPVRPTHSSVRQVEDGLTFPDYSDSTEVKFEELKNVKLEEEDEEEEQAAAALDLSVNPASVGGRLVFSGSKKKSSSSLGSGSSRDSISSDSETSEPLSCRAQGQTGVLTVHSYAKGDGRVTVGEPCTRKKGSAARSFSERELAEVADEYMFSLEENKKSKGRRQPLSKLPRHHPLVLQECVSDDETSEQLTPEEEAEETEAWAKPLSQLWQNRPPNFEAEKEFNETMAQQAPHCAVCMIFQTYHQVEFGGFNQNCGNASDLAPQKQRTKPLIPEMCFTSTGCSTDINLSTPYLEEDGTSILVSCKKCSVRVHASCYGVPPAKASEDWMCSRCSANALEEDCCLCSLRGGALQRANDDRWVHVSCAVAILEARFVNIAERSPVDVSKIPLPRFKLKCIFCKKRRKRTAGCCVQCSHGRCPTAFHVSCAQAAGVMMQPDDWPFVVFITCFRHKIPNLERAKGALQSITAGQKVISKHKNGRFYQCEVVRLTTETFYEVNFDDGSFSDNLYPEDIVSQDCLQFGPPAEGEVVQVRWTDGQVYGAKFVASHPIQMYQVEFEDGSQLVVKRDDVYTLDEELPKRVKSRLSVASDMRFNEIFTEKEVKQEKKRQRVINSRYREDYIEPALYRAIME
Starred values were filed as active, the others as inactive; i = inactive; u = inconclusive; x = not tested or not shown; [ ] = dose if it differs, or a comment. Unless noted, calls follow the shape of the dose curve; as a rule, active = well fitted curve in the direction sought with a large enough effect; inconclusive = small, poorly fitted or top-dose-only effect, or another doubt; inactive = no such curve, though single readings can be large; an effect the other way counts as inactive or inconclusive. Hits appear at their usual frequency; overall some 11% were active at least once.

nr | GLS inh | Pin1 inhibitor | HP1b binding inh | Tb PGK inh | PI4K2A block | BAZ2B block | G9a inh | ERG Ets-DNA blk | JMJD2A Tudor | SMILES
1 | -1% | -1% | 40%[activator] | i | 4 | -7% | x | -14% | 5% | CCc1ccc(NC(=O)NCc2cccnc2)cc1
2 | 2% | 12% | 14% | -1% | -3 | 2% | u | 3% | -9% | CCOc1ccc2nc(SCC(=O)NC(=O)C(C)C)sc2c1
3 | 2% | -4% | 22% | -3% | -6 | x | 4% | 12% | 2% | CN(C(=O)COC(=O)c1ccc(Cl)nc1)C1CCS(=O)(=O)C1 (stereo not drawn)
4 | 7% | -1% | u | -4% | -1 | 56µM* | u | 0% | u | C[C@]12CCC3C(CC=C4C[C@@H](O)CC[C@@]43C)C1CCC2[C@]1(C)CCC(=O)O1 (stereo partly drawn)
5 | 21% | -4% | u | 3% | -1 | u | -10%[2.33 µM] | -2% | u | Cc1cc2nc(NCCCO)n(CC(=O)c3cc(C(C)(C)C)c(O)c(C(C)(C)C)c3)c2cc1C
6 | 9% | 26% | 59%[activator] | -2% | -3 | -4%[57.1 µM] | 79µM* | -18% | -11% | COc1ccccc1C(=O)Nc1nnc(S(=O)(=O)N2CCC(C)CC2)s1
7 | -2% | 17% | 15% | x | 5 | u | -21%[12.7 µM] | 3% | -30% | CC(=O)c1sc2c(c1OC(=O)c1ccc(Cl)cc1Cl)c(=O)n(-c1ccccc1)c(=S)n2-c1ccccc1
8 | 24% | -7% | 14% | -3% | 11 | -6% | 15%[59 µM] | -1% | -11% | O=C(COc1ccc2ccc(=O)oc2c1)Nc1ccc(N2CCOCC2)cc1
9 | -25% | 1% | 65%[activator] | 8% | -6 | 10% | -3%[59 µM] | -20% | 0%[57.1 µM] | COc1ccc(C=C(C(C)=O)C(C)=O)cc1OC
10 | 1% | 0% | 29% | x | -3 | -21% | u | x | 18µM* | COc1cccc(C(=O)NCc2n[nH]c(=S)n2-c2cccc(C)c2)c1
11 | 3% | -8% | 27% | x | -2 | 2% | u | x | -7% | C=CCn1c(SC(C)C(=O)NCc2ccc3c(c2)OCO3)nnc1C1CCCCC1 (stereo not drawn)
12 | -8% | 4% | 27% | -1% | -2 | -11% | -3% | -3% | -3% | CNC(=O)CN(c1cc(OCCOC)c(Cl)cc1Cl)S(=O)(=O)c1ccc(OC)cc1
13 | 2% | -17% | 16% | -4% | 0 | 3% | -4% | -3% | 1% | Cc1ccc(CNc2c(C=O)c(=O)[nH]c3ccccc23)cc1
14 | -7% | -3% | 22% | -7% | -1 | x | -5%[59 µM] | -7% | -12% | CCn1cc(C(=O)NCCN(CC(C)C)CC(C)C)c(=O)c2cc(S(=O)(=O)N(C)C3CCCCC3)ccc21
15 | -9% | -1% | 27% | i | 2 | u | -32% | -6% | -12% | Cc1ccc(-c2nc(CN3CCN(c4cnccn4)CC3)c(C)o2)o1
16 | 19% | -3% | 39% | -3% | 0 | 2% | 33%[59 µM] | 1% | -26% | COc1ccc(C(=O)NNc2ncnc3c2cnn3-c2ccc(C)cc2C)cc1
17 | -6% | 16% | 38%[activator] | -2% | 5 | 10% | 6%[59 µM] | -4% | -9% | Cc1onc(-c2c(F)cccc2Cl)c1C(=O)OCC(=O)NC(c1ccccc1)c1ccccc1
18 | -4% | 9% | 15% | 6% | -5 | -1% | 31% | 3% | -8% | COc1ccc(/C=N\NC(=O)c2ccc(-c3ccccc3)cc2)c(OC)c1OC
19 | 0% | -8% | u | x | 6 | 35µM* | 18µM* | 12% | 3.2µM* | COc1ccc(CN2CCN(C(=O)c3cccnc3)CC2)cc1Br
20 | 11% | -7% | 31% | i | -6 | -4% | 8% | -17% | -3% | CCCCN(CCCC)Cc1ccc(C(=O)NN)o1
21 | 0% | u | 6% | x | 0 | -1% | -2%[59 µM] | u | -4% | CCOc1ccccc1NC(=O)Cn1c(=O)n(Cc2ccccc2)c(=O)c2c(C)c(C)sc21
22 | 1% | -5% | 52%[activator] | 1% | 1 | -24% | 25µM* | -3% | -7% | CC(C)Sc1nnc(NC(=O)c2ccco2)s1
23 | 6% | 1% | 34% | 12% | 1 | -32% | 3% | -5% | -12% | CCOc1ccccc1Nc1nc(N)nc(CN2CCCCC2C)n1 (stereo not drawn)
24 | 1% | 0% | 28% | -8% | -1 | 8% | u | -1% | -12% | COc1ccc2cc(Br)ccc2c1CC(=O)NC(C)(C)C
25 | -4% | -10% | 29% | i | 0 | -8% | -1%[59 µM] | x | -15% | COc1ccc(C2=NOC(C(=O)O)C2)cc1 (stereo not drawn)
26 | 6% | 39%[activator] | 13% | 5% | -3 | -4% | -29% | 6% | -11% | COc1ccccc1NC(=O)c1cnc(SCC(=O)NCCc2ccccc2)n(C)c1=O
27 | 0% | 0% | 18% | -5% | 4 | -12% | 1%[59 µM] | -5% | -1% | CN1CCN(C(=O)CCc2ccc(S(=O)(=O)NC3CCCCC3)cc2)CC1
28 | 5% | 28% | 38% | 5% | -1 | -14% | -5%[59 µM] | -6% | -10% | Cc1cccc(C(=O)Nc2nnc(S(=O)(=O)N(C)Cc3ccc(Cl)cc3)s2)c1
29 | -6% | 10% | 19% | i | -1 | 1% | -35% | 3% | -13% | CC(=O)Nc1ccc(C(=O)COC(=O)C2CC3CCCC(C2)C3=O)cc1 (stereo not drawn)
30 | 2% | -8% | 43%[activator] | -2% | 1 | 0% | x | -2% | 7% | COc1ccc(CC(=O)n2[nH]c(=O)c3ccccc3c2=O)cc1OC
31 | -11% | -1% | 28% | i | 0 | 7% | -28% | -5% | -1% | CCCNC(=O)C1CCN(S(=O)(=O)c2ccc3c(c2)OCCO3)CC1
32 | 0% | -6% | 16% | -9% | -5 | 3% | 13% | x | -10% | Cn1c(CNC(=O)c2cccs2)nnc1SCC(=O)Nc1ccccc1
33 | 13% | -1% | 19% | 1% | 2 | -14% | 3% | 9% | -24% | COCCCNCC(O)COc1cccc2[nH]c(C)cc12 (stereo not drawn)
34 | -8% | 2% | 53%[activator] | -6% | 0 | -4% | 46%[activator] | -16% | 17% | COc1ccc(Cl)cc1C(=O)Nc1cccnc1Cl
35 | -4% | -2% | 34% | -4% | -1 | 0% | 5% | -1% | -7% | O=C(NNC(=S)Nc1ccccc1C(F)(F)F)C1CC1
36 | -5% | 5% | 25% | -9% | 3 | -3% | 8%[59 µM] | -4% | -19% | COc1ccc(C2(C(=O)NCCCN(C)C)CCOCC2)cc1
37 | -3% | 2% | 17% | 0% | -3 | -5% | 1% | 7% | -11% | Cc1ccc(S(=O)(=O)NCCCCCC(=O)Nc2c(C)n(C)n(-c3ccccc3)c2=O)cc1
38 | 3% | 1% | 24% | -5% | 9 | -5% | -39% | 1% | 6% | COc1ccc(/C=N/N(C(C)=O)c2nc(-c3ccc(C)cc3)cs2)cc1
39 | 33%[activator] | -4% | 22% | -7% | 0 | x | u | -1% | u | CCCCN(C)S(=O)(=O)c1ccc(C(=O)Nc2nnc(C3=COCCO3)o2)cc1
40 | 0% | 28% | 46%[activator] | 5% | -1 | 11% | -2% | 3% | 10% | COc1ccc(NC(=O)CSc2nc3ccccc3nc2N2CCCC2)cc1Cl
41 | 6% | 1% | 42%[activator] | -8% | -3 | x | x | -10% | -19% | COC(=O)C1(CC2CC(c3ccccc3)=NO2)CCN(C(=O)OC(C)(C)C)CC1 (stereo not drawn)
42 | -2% | -4% | 13% | 2% | 0 | -27% | -30%[59 µM] | 0% | -10% | CSCCC(NC(=O)COc1ccccc1)C(=O)OCC(=O)c1ccccc1 (stereo not drawn)
43 | 2% | -1% | 25% | -6% | 1 | -3% | 4%[59 µM] | 4% | -15% | O=C(CN1C(=O)c2ccccc2S1(=O)=O)NCCSC1CCCCC1
44 | 5% | u | 35% | i | 0 | 0% | 4%[12.7 µM] | 1% | 5% | O=C1C(Cl)=C(NCCc2ccccc2)C(=O)N1CCc1ccccc1
45 | 7% | 7% | 20% | -3% | 4 | -4% | 16µM* | 3% | -23% | CN(C)S(=O)(=O)c1ccc(/C(O)=C2/C(=O)C(=O)N(Cc3cccnc3)C2c2ccncc2)cc1 (stereo not drawn)
46 | 0% | 1% | 12% | -5% | 5 | 6% | 5%[59 µM] | -8% | -16% | Cc1ccc(OCC(=O)N2CCCCCC2)c(C)c1
47 | 6% | 6% | 10% | -1% | -1 | -9% | -35%[59 µM] | 0% | -18% | CCOc1ccccc1NC(=O)Cn1c(=O)n(Cc2ccccc2)c(=O)c2c3c(sc21)CN(C(C)=O)CC3
48 | 5% | 5% | 21% | 2% | 0 | -18% | 5% | 2% | -6% | NC(=O)c1cccnc1Oc1ccc(Cl)cc1Cl
49 | 4% | 1% | 3% | -5% | -1 | -31% | u | 0% | -17% | Cc1ccc(-c2csc(NCCn3c(C(F)(F)F)nc4ccccc43)n2)cc1
